High-throughput results from PubChem BioAssay.
D1 agonist: human D1 receptor agonism. HEK293 T-REx D1 cells, calcium flux, agonist mode. P21728. activation, % at 2 µM. hit rate 1% among 360,000. AID 504660; in the data active = activation above about 30%; also: 0% is about no effect
Target sequence (P21728 whole entry, looked up): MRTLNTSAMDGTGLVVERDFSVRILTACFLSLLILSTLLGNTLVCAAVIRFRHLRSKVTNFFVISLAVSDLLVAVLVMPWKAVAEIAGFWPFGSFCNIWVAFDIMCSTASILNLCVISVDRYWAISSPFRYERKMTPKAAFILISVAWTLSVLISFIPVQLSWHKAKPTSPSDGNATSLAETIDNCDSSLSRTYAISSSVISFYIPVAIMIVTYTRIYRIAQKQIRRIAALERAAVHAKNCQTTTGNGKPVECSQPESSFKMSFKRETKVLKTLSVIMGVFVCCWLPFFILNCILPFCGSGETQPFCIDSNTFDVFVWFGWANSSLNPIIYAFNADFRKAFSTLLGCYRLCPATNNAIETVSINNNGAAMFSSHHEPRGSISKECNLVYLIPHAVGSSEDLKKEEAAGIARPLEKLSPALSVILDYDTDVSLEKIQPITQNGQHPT
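Tetracycline-induced HEK293 TREx D1 cells, force-coupled to calcium signalling, were dye-loaded with a no-wash calcium kit. Compound was pin-added after a 10 s baseline. Fluorescence was read kinetically at 1 cycle/s for 180 s, with calcium rises flagged as agonism.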
D1 antagonist: antagonists of human D1 dopamine receptor; P21728; HEK293 TREx D1 cells, calcium flux, dopamine EC80; stronger effect = lower value; activity change, negative = inhibition, % at 10 µM; hit rate 3.2% among 360,000; in the data active = activity change below about -30%; also: % is scaled to controls: 0 for no effect and ±100 for the full control effect
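Cells carrying a force-coupled, tetracycline-inducible human D1 receptor report calcium flux. Each well gets a 10 s baseline, compound with 180 s monitoring, then an EC80 dopamine stimulus with a second 180 s kinetic read.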
D2 PAM: positive allosteric modulators of human D2 dopamine receptor; hit rate 0.34% among 340,000; HEK293 T-REx D2, calcium flux, EC20 dopamine potentiation; P14416; AID 485347; potentiation, % at 10 µM;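 active = potentiation over 3 SD above the plate norm, cut at about 30% in these data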; also: 0% is about no effect
Target sequence (P14416 whole entry, looked up): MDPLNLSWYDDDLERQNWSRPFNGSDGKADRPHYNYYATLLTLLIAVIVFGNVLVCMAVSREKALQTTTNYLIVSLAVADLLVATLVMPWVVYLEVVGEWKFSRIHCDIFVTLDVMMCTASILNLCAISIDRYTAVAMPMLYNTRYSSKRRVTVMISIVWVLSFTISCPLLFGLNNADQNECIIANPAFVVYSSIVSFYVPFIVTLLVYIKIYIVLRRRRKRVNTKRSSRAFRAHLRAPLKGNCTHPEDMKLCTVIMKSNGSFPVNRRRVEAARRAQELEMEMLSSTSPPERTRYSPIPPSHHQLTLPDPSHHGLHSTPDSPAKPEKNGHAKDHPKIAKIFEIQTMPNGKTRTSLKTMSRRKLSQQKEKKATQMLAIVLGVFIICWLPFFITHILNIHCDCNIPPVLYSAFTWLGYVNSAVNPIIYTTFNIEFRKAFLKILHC
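Tetracycline-induced HEK293 T-REx cells force-coupled to calcium signalling expressed D2; compounds were pin-added after a 10 s baseline, read kinetically 180 s, then an EC20 dopamine challenge followed with a further 180 s calcium read.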
TRHR enhancer: allosteric enhancers of human TRH receptor | TRHR cells, fluo-8 calcium fluorescence, EC20 TRH enhancement | hit rate 0.66% among 360,000 | P34981 | enhancement, % at 2 µM; in the data active = enhancement above about 30%; also: 0% is about no effect
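Enhancer read-out: after compound pinning and an initial kinetic agonist-mode read, an EC20 of TRH (10 nM final) was injected and fluo-8 calcium signal (Ex 480/Em 530) followed at 1 s/cycle for 100 cycles in TRHR-expressing cells.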
D2 agonist: D2 dopamine receptor (human) agonism; P14416; HEK293 T-REx D2 cells, calcium flux agonist mode; activation, % at 2 µM; hit rate 0.53% among 340,000;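 active = activation over 3 SD above normal in the single-dose calcium agonist read, cut at about 30% in these data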; also: 0% is about no effect
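Tetracycline-induced HEK293 T-REx cells with force-coupled D2 receptor, plated overnight at 30 C, loaded with no-wash calcium dye. After a 10 s baseline, compound was pin-added and calcium flux read kinetically for 180 s; calcium rises flagged agonists.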
RXFP1 agonist: activates the human relaxin receptor RXFP1; Q9HBX9; HEK293T-RXFP1 cAMP TR-FRET, 30 min; response scale: percent of porcine relaxin response, buffer zero; Potency, µM (highest dose often 57.5 µM), inactives show top-dose activation, usual class: activators; hit rate 0.3% among 370,000; AID 2676; active = well fitted activation curve with a large enough effect; inconclusive = small, poorly fitted or top-dose-only effect; also: potency is read from the fitted curve at half-maximal effect; % is scaled to controls: 0 for no effect and ±100 for the full control effect; nearly all actives have a fitted effect of over 60% in size; many of its hits are not listed in these tables
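HEK293T cells stably expressing RXFP1 were pretreated with the PDE4 inhibitor Ro 20174, exposed to compounds for 30 min at 37C, lysed, and cAMP was read by TR-FRET. Data normalized to buffer (basal) and 29 nM porcine relaxin (100%).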
RXFP1 antag: antagonists of human relaxin receptor RXFP1 | activity change, negative = inhibition, % at 57.5 µM | hit rate 0.59% among 350,000 | HEK293-RXFP1, relaxin-stimulated cAMP HTRF, 30 min; stronger effect = lower value | Q9HBX9;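 active = activity change of -60% or lower, but not beyond a set lower limit; inconclusive = change between -60% and -40%, or beyond the set limit; inactive = change above -40%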; also: % is scaled to controls: 0 for no effect and ±100 for the full control effect
D1 PAM: enhances dopamine response at the human D1 receptor; P21728; HEK293 TREx D1 cells, calcium flux, dopamine EC20 potentiation; potentiation, % at 10 µM; hit rate 0.036% among 360,000; AID 504651; in the data active = potentiation above about 30%; also: 0% is about no effect
D2 antagonist: antagonists of human D2 dopamine receptor; P14416; HEK293 TREx D2 cells, calcium flux, dopamine EC80; inhibition, % at 10 µM; hit rate 2% among 340,000; AID 485344; in the data active = inhibition above about 30%; also: 0% is about no effect
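Compounds are added to dye-loaded, induced HEK293 T-REx cells coupled to calcium release via D2; after a 3 min kinetic read an EC80 dopamine stimulus is given and fluorescence is recorded for 3 more min.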
* hit, by the source's call; ? = inconclusive; / = not tested or not shown.

Every second line gives: D1 agonist	D1 antagonist	D2 PAM	TRHR enhancer	D2 agonist	RXFP1 agonist	RXFP1 antag	D1 PAM	D2 antagonist
#1 CCCCCCN(C(=O)CCCCCN1C(=O)NC(c2ccc(-c3ccccc3)cc2)C(C(=O)OCc2ccccc2)=C1C)C(C(=O)NCCCC)c1ccc(O)cc1 (configuration not stated)
  1.6	21.2	-0.5	-2.2	0.3	0.0%	/	-0.4	10.1
#2 COc1ccc(Cl)cc1NC(=S)NCc1ccccn1
  1.6	10.2	-23.6	30.8*	-0.5	3.0%	/	-5.1	17.1
#3 N#CCc1ccc(Oc2ccc([N+](=O)[O-])cn2)cc1
  3.1	-15.4	8.5	-6.4	-0.1	-0.5%	4.0	0.6	8.1
#4 COc1ccc(NS(=O)(=O)c2cccs2)c(OC)c1
  0.7	-0.1	3.6	-2.5	0.5	3.1%	-7.8	4.6	-8.1
#5 O=C1C2C3C=CC(C3)C2C(=O)N1CNc1ccccn1 (configuration not stated)
  -1.3	-8.5	10.4	-2.3	-1.8	3.3%	5.0	-3.1	-17.3
#6 CCCc1cc(=O)[nH]c(SCC(=O)Nc2sc3c(c2C#N)CCC(C)C3)n1 (configuration not stated)
  -0.5	-2.0	6.9	9.5	2.4	2.3%	-11.4	-2.3	-8.0
#7 COc1ccc(/C=N/N=C2/SCC(=O)N2Cc2ccccc2)cc1
  10.7	-29.5	-16.6	-4.7	-0.8	-1.4%	-7.4	-3.3	-7.5
#8 O=C(Nc1nc2ccccc2c(=O)s1)c1ccco1
  4.0	-7.7	-0.8	-3.6	0.2	0.9%	1.1	3.5	2.0
#9 COc1ccc(OC)c(NC(=O)NCCN2CCN(c3ccccc3)CC2)c1
  9.4	-54.1*	15.7	2.7	0.3	1.1%	-6.2	-6.8	-5.2
#10 CCc1noc(C)c1C(=O)N1CCN(S(=O)(=O)c2c(C)cc(C)cc2C)CC1
  5.8	4.8	3.0	3.0	-0.2	0.5%	2.9	/	-8.1
#11 CC1=C(c2ccc(C(C)C)cc2)S(=O)(=O)NC1=NCc1ccc(OC(C)C)cc1
  0.7	17.8	0.4	-0.3	6.7	-3.5%	-15.8	-1.4	/
#12 c1ccc(CSc2nnc(-c3ccncc3)o2)cc1
  2.2	1.6	-1.1	7.5	0.2	-1.1%	8.1	0.2	-2.4
#13 CN(C)/C=C/C(=O)c1ccccc1
  2.9	-4.0	9.6	7.5	-1.3	-2.3%	1.7	15.8	6.5
#14 CCOC(=O)c1c(C)oc2nc(C)nc(NCc3ccc(F)cc3)c12
  4.0	1.9	2.1	-1.8	-0.1	0.3%	-24.7	-4.2	/
#15 CCOC(=O)c1[nH]c(C)c(C(=O)N2CCc3c([nH]c4ccccc34)C2c2ccccn2)c1C (configuration not stated)
  0.3	-18.3	5.5	-5.2	-1.7	-1.3%	-8.2	-2.8	-4.8
#16 O=[N+]([O-])c1ccc(O)c(/C=N/Nc2ncnc3c2cnn3-c2ccccc2)c1
  3.4	-7.1	-2.3	-1.1	2.2	4.0%	-0.6	-7.8	16.7
#17 O=C(CS(=O)(=O)Cc1ccccc1)N1CCc2ccccc21
  -4.1	2.1	-6.4	-1.6	-0.8	0.5%	-5.1	-10.6	-17.6
#18 Cc1ccc(S(=O)(=O)N2CCN(CC(=O)Nc3ccccc3Cl)CC2)cc1
  1.8	9.8	10.2	-17.8	0.0	0.1%	-3.0	-0.8	39.7*
#19 CCCCN(CC)CCCNC(=O)c1nn(-c2ccc(OC)cc2)c(=O)c2c1c1ccccc1n2C
  -0.3	-18.4	-9.3	15.7	0.1	8.2%	4.4	8.5	/
#20 O=S(=O)(CCc1nnc(-c2ccccc2)o1)c1ccc2ccccc2c1
  0.1	6.3	-3.7	-5.4	-2.3	1.2%	-28.3	-3.6	-11.5

Every second line gives: D1 agonist	D1 antagonist	D2 PAM	TRHR enhancer	D2 agonist	RXFP1 agonist	RXFP1 antag	D1 PAM	D2 antagonist
#21 CN1C(=O)CSc2ccc(C(=O)O)cc21
  3.9	22.7	-8.3	2.0	-0.9	-1.2%	-3.0	/	-13.7
#22 Cc1ccc(OCC(=O)NCCNC(=O)c2ccco2)cc1C
  2.3	-3.0	-4.9	-4.7	-0.1	3.5%	-9.9	/	-9.9
#23 CCCCN(C)C(=O)Cn1c(=O)oc2cc(S(=O)(=O)N3CC(C)CC(C)C3)ccc21 (configuration not stated)
  0.7	-1.6	5.5	-2.3	-0.3	-2.0%	-2.6	4.0	3.8
#24 C/C=C/C(=O)OCC(=O)Nc1cccc(Br)c1
  3.3	-14.0	-1.3	6.9	4.3	4.4%	-5.1	-4.4	-4.8
#25 CN(Cc1nc(C(c2ccccc2)c2ccccc2)no1)CC1COCCO1 (configuration not stated)
  2.2	-0.2	6.2	-2.1	/	9.9%	-7.2	-2.5	/
#26 O=C(CNS(=O)(=O)c1cccs1)N1CCCCC1
  0.3	3.6	/	2.0	3.7	-0.4%	19.3	-11.8	14.0
#27 N=c1ccn2c(n1)O[C@H]1[C@@H](CO)[C@H](O)O[C@H]12
  -1.6	7.2	-1.3	-8.5	-0.2	0.5%	/	-4.8	-19.0
#28 CCc1nc(SCc2cc(=O)c3cc(F)ccc3[nH]2)n[nH]1
  1.4	4.2	-14.4	-5.1	3.7	-0.5%	-2.5	-1.6	/
#29 Cn1c(CCNC(=O)C2CCCCC2)nc2cc(NC(=O)c3cccs3)ccc21
  2.3	-16.1	-0.6	0.8	0.3	-0.2%	-4.6	-8.1	8.0
#30 O=S(=O)(c1ccc2ccccc2c1)N1CCN=C1SCc1cccnc1
  3.2	-33.5*	-7.3	-9.3	-1.0	-0.8%	3.0	-2.1	-10.4
#31 Cc1cccc(NCc2nc3ccccc3n2CCOc2ccccc2C)c1
  1.1	-22.8	3.2	-1.7	0.8	-2.3%	?	0.3	/
#32 O=C1c2ccccc2C(=O)N1Cc1cc(-c2ccccc2)no1
  2.6	1.1	-5.5	-3.6	0.2	-0.8%	16.9	0.6	16.6
#33 COc1ccc(C2c3sc(=O)[nH]c3SC3C4CCC(C4)C23)cc1OC (configuration not stated)
  -1.2	14.6	16.0	4.4	-0.2	0.4%	-14.8	1.6	9.9
#34 C=CCc1cc(Cl)ccc1OCCOCCNC(C)CC (configuration not stated)
  6.2	2.0	-18.3	-0.9	-0.6	-3.0%	?	-5.7	-2.8
#35 CCCCS(=O)(=O)Nc1ccc(C)cn1
  -0.7	-0.5	-1.7	3.4	0.5	8.8%	-8.1	-1.8	-4.7
#36 COc1ccc(C2=NS(=O)(=O)N(C)C(C(=O)NCc3ccco3)=C2)cc1OC
  2.7	-4.4	7.1	3.9	-0.6	4.9%	-0.8	-0.3	-10.4
#37 O=C(COc1cccc2cccnc12)N/N=C1\SCC(=O)N1Cc1ccco1
  -0.2	-11.1	10.1	-4.3	0.0	2.1%	-2.7	1.6	3.2
#38 C/C(=N/NC(=O)c1cc(C(C)C)[nH]n1)c1cccs1
  1.0	-21.8	-6.4	-5.4	0.0	1.8%	-10.9	-3.4	-5.0
#39 Cc1cc(NC(=O)c2ccc(N3C(=O)C4C5C=CC(C5)C4C3=O)cc2)no1 (configuration not stated)
  0.2	19.6	15.5	1.9	0.5	-0.9%	13.5	-3.6	-3.7
#40 Cc1ccc2c(COC(=O)c3ccccc3Cl)cc(=O)oc2c1
  0.7	0.6	2.2	-3.9	-0.8	4.2%	9.7	0.3	-12.4

TRHR enhancer, hit marks shown above.
entry | Compound | D1 agonist | D1 antagonist | D2 PAM | TRHR enhancer | RXFP1 antag | D1 PAM | D2 antagonist
2 | COc1ccc(Cl)cc1NC(=S)NCc1ccccn1 | 1.6 | 10.2 | -23.6 | 30.8* | / | -5.1 | 17.1

Continued:
Every second line gives: D1 agonist	D1 antagonist	D2 PAM	TRHR enhancer	D2 agonist	RXFP1 agonist	RXFP1 antag	D1 PAM	D2 antagonist
#41 Cc1ccc(S(=O)(=O)N2CCC(=O)N(C(COCc3ccc(Cl)cc3Cl)Cc3ccccc3)CC2)cc1 (configuration not stated)
  6.7	2.9	3.8	2.6	-0.8	0.2%	/	-4.0	9.0
#42 Cc1ccc(S(=O)(=O)N2CCN(C(=O)COC(=O)CCCOc3ccccc3)CC2)c(C)c1
  28.9	-9.0	-6.5	-6.2	0.6	-0.7%	-8.5	-4.0	-1.7
#43 Cc1ccc2c(c1)C(c1ccc(F)cc1)N(C(=O)c1cccc(C(F)(F)F)c1)CC(=O)N2 (configuration not stated)
  3.1	4.7	-9.7	8.9	-0.8	-3.3%	-25.3	9.8	/
#44 N#Cc1c(N2CCCC2)nc(N)c2c(N)nc(N3CCCC3)cc12
  -2.1	4.1	8.5	-1.3	0.0	8.9%	/	2.2	-10.0
#45 COc1cccc(NC(=O)CSc2nnc(-c3cccc(OC(C)C)c3)n2N)c1
  -0.4	-14.1	-7.5	-1.2	0.2	-1.4%	-2.7	-1.1	1.3
#46 CC12CC3CC(C)(C1)CC(C(=O)N1CCN(C(=O)c4ccco4)CC1)(C3)C2
  3.7	-12.1	4.0	-0.4	0.0	-0.8%	-7.8	3.8	2.8
#47 O=C(NCc1cccnc1)c1nnc(Cc2ccc(F)cc2)o1
  0.9	-2.2	-9.5	-7.3	0.5	-0.6%	/	-4.5	14.7
#48 CCOC(=O)c1c(C)c(-c2ccccc2)n(CC(=O)Nc2cccc(F)c2)c1C
  3.5	-3.9	-1.8	-1.1	0.0	1.3%	/	-5.4	/
#49 O=c1[nH]c2cc3c(cc2cc1CN(CC1CCCO1)S(=O)(=O)c1ccc(Cl)cc1)OCCO3 (configuration not stated)
  1.1	-6.7	-6.1	0.1	-0.9	-0.7%	17.3	-5.0	27.3
#50 CC1CCN(c2nc(NCc3ccco3)nc(N)c2[N+](=O)[O-])CC1
  0.8	-2.9	0.8	-1.1	3.1	0.7%	-4.9	3.4	8.9

A portion of the library. The share of hits here may be higher or lower than overall.
